LEDGF integ inh = blocks HIV-1 LEDGF/p75-dependent DNA integration. TR-FRET IN-LEDGF/p75 DNA integration, Eu/Cy5. hit rate 0.64% among 370,000. inhibition, % at 3.7 µM;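 active = inhibition above the screen-wide mean plus 3 SD, cut at about 13% in these data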;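 also: signal is the Cy5 over europium emission ratio at 671 and 618 nm; 0% = plate median of compound wells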
PRMT1 FP inh = inhibitors of human PRMT1; hit rate 1.3% among 370,000; Q99873; inhibition, % at 2.79 µM; AID 652257; recombinant PRMT1, activity-based probe fluorescence polarization;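 active = inhibition above about 21% made by adding two undisclosed values, limit read from the data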
SIAE primary = inhibitors of human sialic acid acetylesterase SIAE | inhibition, % at 9.66 µM | SIAE FP-Rh probe binding, fluorescence polarization | hit rate 0.69% among 370,000;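 active = inhibition above a cutoff: mean of compounds within the control limits plus 3 SD of those, cut at about 17% in these data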;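 also: 0% = plate median of compound wells and 100% = probe without SIAE protein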
NR1D1 modulator = Rev-erb alpha (human) modulation. P20393. Rev-erbα–FITC-DNA binding, fluorescence polarization, 90 min. activity, % at 10 µM. hit rate 0.79% among 370,000;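 active = activity above about 14%, limit read from the data; passing the limit was not always enough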;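 also: 0% = DMSO wells with 35 nM protein and 100% = DMSO wells with 750 nM protein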
Target sequence (P20393 whole entry, looked up): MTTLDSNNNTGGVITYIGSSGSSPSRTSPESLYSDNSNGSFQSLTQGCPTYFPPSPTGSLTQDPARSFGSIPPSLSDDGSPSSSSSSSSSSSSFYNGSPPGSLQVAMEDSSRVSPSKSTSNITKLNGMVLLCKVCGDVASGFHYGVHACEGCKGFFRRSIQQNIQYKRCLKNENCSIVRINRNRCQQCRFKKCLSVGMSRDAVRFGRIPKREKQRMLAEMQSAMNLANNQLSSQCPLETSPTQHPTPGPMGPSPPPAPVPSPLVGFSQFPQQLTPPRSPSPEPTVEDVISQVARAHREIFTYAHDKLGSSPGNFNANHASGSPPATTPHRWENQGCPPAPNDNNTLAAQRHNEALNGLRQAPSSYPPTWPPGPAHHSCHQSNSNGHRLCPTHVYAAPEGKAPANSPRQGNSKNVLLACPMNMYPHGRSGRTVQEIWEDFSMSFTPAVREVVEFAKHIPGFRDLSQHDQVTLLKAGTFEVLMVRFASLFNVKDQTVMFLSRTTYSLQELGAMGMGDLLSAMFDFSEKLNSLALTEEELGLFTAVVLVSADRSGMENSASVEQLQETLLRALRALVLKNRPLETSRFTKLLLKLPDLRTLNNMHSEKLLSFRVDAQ
TCR-CD3 inh = inhibitors of human TCR-CD3 interaction | TAMRA-labeled TCR probe fluorescence, biochemical | inhibition, % at 9.4 µM | hit rate 0.37% among 360,000; in the data active = inhibition above about 19%;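 also: recombinant mutant TCR 2C K166C tagged with TAMRA read by polarization; 0% = receptor in buffer alone and 100% = receptor with positive control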
HTRA1 inh = blocks human HTRA1 serine peptidase; Q92743; recombinant HTRA1, FP-rhodamine activity-based probe, fluorescence polarization; inhibition, % at 5.96 µM; hit rate 0.5% among 340,000; in the data active = inhibition above about 36%;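 also: 0% = enzyme with DMSO and 100% = wells lacking enzyme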
TDP2 absorb = TDP2 (human) inhibition, absorbance primary screen | recombinant TDP2, T5PNP hydrolysis, p-nitrophenol absorbance 415 nm | O95551 | hit rate 0.34% among 370,000 | inhibition, % at 12.8 µM;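 active = inhibition above the mean of all tested compounds plus 3 SD, set per campaign, cut at about 25% in these data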;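 also: 0% = DMSO with enzyme and 100% = buffer with substrate but no TDP2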
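Incubation: 2 h at 37 °C; Test system: recombinant human TDP2; Quantity: enzyme 120 nM; Read-out basis: percent inhibition; Medium: 50 mM Tris-HCl pH 7.5 with Mg2+, KCl, DTT, BSA; Repeats: single replicate; Compound: 12.8 µM single point, 1% DMSO; Signal: epi absorbance; Reagent: 5 mM T5PNP chromogenic substrate; Benchmarks: no-enzyme high, DMSO-plus-enzyme low.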
mABHD4 FP = ABHD4 (mouse) inhibition, primary FP screen; inhibition, % at 8.92 µM; AID 720543; purified mABHD4, FP-Rh probe fluorescence polarization; hit rate 0.54% among 370,000;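 active = inhibition exceeding the mean over every tested compound plus 3 SD, cut at about 30% in these data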;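 also: 0% = plate median of compound wells and 100% = S159A mutant with DMSO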
Target sequence (Q8VD66 whole entry, looked up): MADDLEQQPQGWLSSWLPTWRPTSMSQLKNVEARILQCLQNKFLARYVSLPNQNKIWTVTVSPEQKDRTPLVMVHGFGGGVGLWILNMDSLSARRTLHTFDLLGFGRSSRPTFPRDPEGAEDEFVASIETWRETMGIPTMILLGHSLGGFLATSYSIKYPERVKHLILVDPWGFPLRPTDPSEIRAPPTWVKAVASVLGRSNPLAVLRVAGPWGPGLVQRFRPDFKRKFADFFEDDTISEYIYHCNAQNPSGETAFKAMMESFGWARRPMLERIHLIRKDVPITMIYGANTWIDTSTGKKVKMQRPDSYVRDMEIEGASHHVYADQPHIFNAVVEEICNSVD
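Assay system: mABHD4 protein; medium: HEPES pH 7.0, NaCl, Pluronic buffer; dosing: 8.92 µM, single dose; schedule: 45 min + 60 min at 25 °C; signal: FP readout, ex 525 nm / em 598 nm; read-out: normalized percent inhibition of probe labeling; repeats: single replicate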
rCAG binder = molecules binding r(CAG) RNA repeats | r(CAG) RNA repeat, TO-PRO-1 dye displacement fluorescence | inhibition, % at 3 µM | hit rate 1.3% among 370,000 | AID 651821;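 active = inhibition above the plate cutoff, the mean of all test compounds on that plate plus 3 SD, cut at about 35% in these data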;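 also: 0% = DMSO alone and 100% = 100 µM mitoxantrone as full dye displacement; higher means more dye released from RNA so lower well fluorescence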
PG9 binder = PG9 antibody binding by small molecule | TR-FRET gp120-PG9 antibody binding | inhibition, % at 6.7 µM | hit rate 0.43% among 360,000 | AID 624416; in the data active = inhibition above about 8.5%
The depositor's hits bear a star; . = not tested or not shown.

SMILES	LEDGF integ inh	PRMT1 FP inh	SIAE primary	NR1D1 modulator	TCR-CD3 inh	HTRA1 inh	TDP2 absorb	mABHD4 FP	rCAG binder	PG9 binder
COc1ccccc1CNC(=O)N1CCN(c2ccccc2Cl)CC1	0	-3	1	-1	5	0	8	0	1	-0.1
Cc1ccc(SCc2cc(-c3ccc(Cl)cc3)no2)cc1	-2	-1	7	2	3	4	-1	-5	-2	-1.7
COCCn1c(C)nnc1SCC(=O)Nc1ccccc1[N+](=O)[O-]	-4	0	-1	-3	-4	10	10	3	-2	-1.1
Nc1nc(NCC2CCCO2)nc(NCC2CCCO2)c1[N+](=O)[O-] (configuration not stated)	0	3	6	3	2	2	2	8	-1	0.5
COC(=O)C[C@@H]1CC[C@@H]2[C@@H](COc3ccc(NC(C)=O)cc3C(=O)N2C)O1	-2	-1	0	2	.	.	-1	3	0	.
CC(C)(Oc1ccc(C2CC2(Cl)Cl)cc1)C(=O)O (configuration not stated)	0	-9	-6	-4	5	6	0	2	2	-1.2
CC(=NCCc1c(C)[nH]c2ccc(OCc3ccccc3)cc12)C1=C(O)CC(c2ccccc2)CC1=O (configuration not stated)	0	-2	7	3	5	1	0	-3	1	0.0
CC(=O)c1sc(NC(=O)CCS(=O)(=O)c2ccc(Cl)cc2)nc1C	2	-1	2	6	-2	-3	9	-1	-5	1.3
Cc1ccn2c(Nc3ccc4c(c3)OCO4)c(-c3ccc(O)cc3)nc2c1	3	6	9	1	1	15	10	4	13	0.9
CC(C)Cn1c(N)c(C(=O)COC(=O)c2ccc(O)cc2)c(=O)n(C)c1=O	3	-1	-2	-4	3	-14	-2	-7	-3	0.4
CCOc1cc2c(cc1OCC)CN(C(=O)c1cccc(S(=O)(=O)N3CCCC3)c1)CC2	-2	3	10	-3	0	4	1	-1	0	0.0
CC1=NN(C(=O)Cc2ccc(C)cc2)C(O)(c2cccnc2)C1 (configuration not stated)	-1	2	-3	1	6	7	-1	2	-1	-1.9
CC(C)(C)OC(=O)N1CC(O)CC1C(=O)OCC(=O)c1ccc(Cl)cc1 (configuration not stated)	0	-1	0	-5	2	3	1	13	-5	-0.2
CCCCCCCCCCOC(=O)c1csc2nnsc12	9	-2	-3	-4	-7	6	-10	-5	4	8.5
O=C(NCC1CCCO1)c1cc(S(=O)(=O)Nc2ccc(Br)cc2)ccc1Cl (configuration not stated)	-1	-2	-4	5	-1	-8	6	-1	12	0.5
O=C(O)CSc1nc2ccccc2n1-c1ccccc1	5	-1	-5	-2	-1	2	-10	-9	3	0.6
Cc1cc(NCC(C)C)n2ncnc2n1	2	0	2	-4	2	0	6	1	0	-0.2
O=C(O)c1csc(N/N=C/c2ccc(Br)cc2)n1	-2	8	9	1	0	14	8	12	10	1.7
CC(=O)C1C(c2cccc(F)c2)NC(=O)NC1(O)C(F)(F)F (configuration not stated)	6	-3	1	7	-3	-1	4	-8	3	-2.6
COc1ccc(CC(=O)NC2CCCCCC2)c(OC)c1	-2	-3	9	0	-5	-3	-10	-3	-2	-1.6
CC(=O)Nc1nonc1NC(=O)CSc1ccccn1	-2	2	-4	1	9	4	-9	2	3	-0.4
O=C(NCc1cccs1)Nc1cccc(Cl)c1	1	-2	-2	1	7	-11	-1	-5	1	-1.1
COc1ccccc1-c1csc(C(O)c2ccc(F)c(F)c2)n1 (configuration not stated)	1	-2	2	7	-4	.	-8	-28	1	-1.7
NNC(=S)Nc1cccc(Cl)c1	-8	4	4	4	-8	-21	-10	3	2	2.0
O=C1OC=NC1=Cc1ccccc1	3	-2	0	3	0	-3	5	-4	10	-0.2

For reference, part of the list above:
SMILES	LEDGF integ inh	PRMT1 FP inh	SIAE primary	NR1D1 modulator	TCR-CD3 inh	HTRA1 inh	TDP2 absorb	mABHD4 FP	rCAG binder	PG9 binder
O=C(NCc1cccs1)Nc1cccc(Cl)c1	1	-2	-2	1	7	-11	-1	-5	1	-1.1
COc1ccccc1-c1csc(C(O)c2ccc(F)c(F)c2)n1 (configuration not stated)	1	-2	2	7	-4	.	-8	-28	1	-1.7
NNC(=S)Nc1cccc(Cl)c1	-8	4	4	4	-8	-21	-10	3	2	2.0
O=C1OC=NC1=Cc1ccccc1	3	-2	0	3	0	-3	5	-4	10	-0.2

(cont.)
SMILES	LEDGF integ inh	PRMT1 FP inh	SIAE primary	NR1D1 modulator	TCR-CD3 inh	HTRA1 inh	TDP2 absorb	mABHD4 FP	rCAG binder	PG9 binder
CC(=O)Nc1nc(-c2ccccc2)c(-c2ccccc2)o1	-4	2	-1	-3	-1	1	0	-2	-6	-2.0
O=C(Nc1cccc(Cl)c1N1CCCC1)c1ccc([N+](=O)[O-])o1	2	-3	4	-5	1	1	-1	2	-2	0.3
Cc1ccc(C(=O)CSc2n[nH]c(C)n2)cc1	1	11	3	1	0	-1	-7	2	-1	0.3
CCCCn1c(N)c(N(CCC(C)C)C(=O)C2CCN(C(=O)c3ccccc3C)CC2)c(=O)[nH]c1=O	-2	1	-2	-4	-3	2	13	4	-6	0.1
Cc1cccc(C(=O)Nc2ccc(O)c3c(=O)cc(-c4ccccc4Cl)oc23)c1	1	0	-5	-7	-1	-13	8	0	4	-1.0
C/C(CC(=O)Nc1cccc(C(F)(F)F)c1)=N\NC(=O)C(=O)NCC(C)C	6	-2	-5	2	-3	-9	-6	-12	-3	-2.0
O=C(Nc1ccncc1)c1ccc(S(=O)(=O)Nc2ccccc2)cc1	5	-8	-4	-1	0	-5	0	-10	3	1.7
CC(C)(C)NC(=O)NC(=O)COC(=O)CNS(=O)(=O)c1ccc(Br)cc1Cl	1	-1	-7	-5	9	8	-9	-6	-2	0.8
O=C(NCc1ccccn1)c1cc(-c2ccncc2)nc2ccccc12	0	-2	-7	-4	-2	-4	1	6	0	-0.4
COc1ccc(CNC(=O)c2sc3nc4c(c(C(F)(F)F)c3c2N)CCC4)cc1OC	-1	-1	-3	6	-4	3	11	-4	1	-1.5
COc1ccc(CCNC(=O)CSc2nc3c(c(=O)n(C)c(=O)n3C)n2C(C)C)cc1OC	0	0	10	0	-2	1	13	-4	-4	-1.1
Cc1ccc(S(=O)(=O)NN=C2CCc3ccccc32)cc1	3	2	1	2	-11	2	-24	-2	7	0.1
c1ccc2c(c1)CC(N1CCCCC1)c1ccccc1N2 (configuration not stated)	-2	-2	2	5	5	3	17	1	-1	-2.2
CCOc1ccccc1C(=O)NC(CO)C(=O)O (configuration not stated)	-2	2	-2	0	4	5	9	-4	1	-1.6
COc1ccccc1NC(=O)COC(=O)[C@@H]1CCCN1C(=O)c1cccs1	0	0	-1	0	-5	-2	-9	3	-4	-0.1
O=C(CN(Cc1cccs1)C(=O)CNS(=O)(=O)c1ccc(Cl)cc1)NCc1ccco1	1	2	5	3	9	-3	3	1	1	1.0
CC(C)Cn1c(-c2ccncc2)n[nH]c1=S	6	-1	13	4	-4	1	-4	-4	-2	-3.6
O=C(CN(C(=O)c1csnn1)c1ccccc1Cl)NCCc1ccccc1	2	0	4	1	9	-8	12	4	-3	0.7
CCCc1cc(=O)[nH]c(SCC(=O)Nc2cc(C)on2)n1	0	3	-2	-2	1	0	12	-3	-1	0.9
CCOC(=O)c1ccccc1NC(=O)CSc1ncc(C(=O)OCC)c(N)n1	-1	2	-4	13	-2	-1	6	12	-5	-0.5
Nc1nc(SCCO)[nH]c(=O)c1NC(=O)c1ccco1	7	-1	-11	-5	4	8	-4	-2	-2	-0.8
CC1Oc2ccccc2N(CC(=O)NC2CC2)C1=O (configuration not stated)	0	4	-9	-2	-1	-1	-2	1	4	0.4
CCNC(=O)N1CCC(n2nccc2NC(=O)CCOc2ccccc2)CC1	3	1	6	-4	-5	-1	-9	-6	1	1.7
CCc1c(C)sc(NC(=S)NC(C)C2CCCO2)c1C(=O)OC (configuration not stated)	9	1	15	-7	-3	-7	12	-4	-4	0.4
COc1ccc(C(=O)NC(C)CCc2ccccc2)c(O)c1 (configuration not stated)	9	-9	1	0	0	-19	-4	-5	3	-3.2
The list continues:
SMILES	LEDGF integ inh	PRMT1 FP inh	SIAE primary	NR1D1 modulator	TCR-CD3 inh	HTRA1 inh	TDP2 absorb	mABHD4 FP	rCAG binder	PG9 binder
CC(C)OC(=O)NCCOC(=O)Nc1ccc(Cl)c(Cl)c1	-2	0	-3	-3	2	-10	4	-8	-3	0.0
CCN(CC)S(=O)(=O)c1ccc(N2CCOCC2)c(NC(=O)c2nn(C)c(=O)c3ccccc23)c1	-7	4	-1	-3	-6	1	5	12	1	0.0
Cc1ccc(NC(=S)Nc2cccc3cnccc23)cc1C	3	1	7	-2	0	-1	12	6	-1	-1.9
CCCOc1ccc(CSC(=N)N)cc1C(=O)OC	2	-4	-1	0	-3	-6	5	4	3	-1.9
O=C(Nc1cccnc1Cl)c1cc([N+](=O)[O-])ccc1Cl	0	0	2	-1	3	5	10	0	0	0.1
COc1cc(OC)cc(-n2nc(C(=O)NCCCN3CCOCC3)c3ccccc3c2=O)c1	1	-1	1	-3	-1	-1	5	4	-7	-0.2
O=c1c2nnn(Cc3ccccc3)c2ncn1-c1ccccc1	1	0	4	-3	8	-2	2	-1	0	-0.1
C=CCn1c(=O)c(C(=O)Nc2ncccc2C)c(O)c2ccccc21	0	-1	-1	-7	5	0	-4	4	6	-0.1
COc1ccc(CNC(=O)N2CCN(c3ccc(F)cc3)CC2)cc1Cl	2	0	-3	-1	6	-3	3	-4	-5	0.2
Cc1cnc(C(=O)OCC(=O)Nc2cc(S(=O)(=O)N3CCCCC3)ccc2Cl)cn1	3	-3	0	5	1	-1	-3	5	7	-0.4
O=C(NCCc1ccccc1)c1cc(-c2ccccc2)c(N2CCOCC2)s1	-1	-2	8	-1	3	-20	4	-1	2	1.7
Cc1ccc(-n2c(CNC(=O)c3cccs3)nnc2SCC(=O)NO)cc1	0	-2	7	3	4	-3	-1	-3	-2	-0.2
COc1cccc(C(=O)N2CCC[C@@H]2C(=O)N2CCC[C@@H]2C(=O)NCc2ccccc2)c1	1	-5	0	7	3	.	-4	1	2	-2.4
Cc1ccc(C(=O)C(=S)N2CCOCC2)cc1	2	1	5	1	-4	3	5	9	-4	0.4
Nc1sc2c(c1C(=O)NCCc1ccccc1)CCC2	-1	8	6	-2	0	0	-7	4	12	0.4
N#Cc1cc(-c2ccccc2)nc(NN)n1	5	-6	9	-1	1	-14	9	-7	3	-0.6
Cc1ccc(Cl)cc1N1CCN(C(=O)c2ccccc2SCC(=O)N2CCCC2)CC1	0	1	0	6	4	-11	-3	-14	1	-1.4
Cc1ccc(CNC(=O)CCc2nc(-c3cccs3)no2)cc1	-1	-6	13	-5	0	0	6	3	1	0.5
O=C(NCCc1cccs1)Nc1ccc2nc([C@@H]3O[C@H](CO)[C@@H](O)[C@H]3O)[nH]c2c1	4	-6	6	1	3	.	4	-6	2	0.5
Cc1ccc(-c2cnc(N)n2C)cc1C	-1	-2	1	3	5	24	10	15	9	1.9
NC(=O)NCc1ccccc1F	1	-1	1	-4	-1	.	0	4	-2	-0.3
O=S1(=O)[C@H]2C[C@@H]3C=C[C@@]2(CN1Cc1ccc(F)cc1)O3	0	2	-4	-6	-10	0	-5	-12	6	2.1

Screening results from PubChem BioAssay.

Some of the compounds tested. The share of hits here may be higher or lower than overall.
